ROMK mod – ROMK potassium channel modulators, primary screen, cell-based, thallium flux, MLSMR library; Tet-inducible ROMK, thallium flux fluorescence; actives lie on both sides; B-score at 10 µM; 130,000 compounds, 2% hits; AID 1918, 2009;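 active = signal ratio slope over the read window, or its plate-corrected B-score, at least 3 SD from the plate mean, either direction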;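 note: B-score of the F/F0 ratio slope over 7 to 12 s after thallium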
Target sequence (P48048 whole entry, looked up): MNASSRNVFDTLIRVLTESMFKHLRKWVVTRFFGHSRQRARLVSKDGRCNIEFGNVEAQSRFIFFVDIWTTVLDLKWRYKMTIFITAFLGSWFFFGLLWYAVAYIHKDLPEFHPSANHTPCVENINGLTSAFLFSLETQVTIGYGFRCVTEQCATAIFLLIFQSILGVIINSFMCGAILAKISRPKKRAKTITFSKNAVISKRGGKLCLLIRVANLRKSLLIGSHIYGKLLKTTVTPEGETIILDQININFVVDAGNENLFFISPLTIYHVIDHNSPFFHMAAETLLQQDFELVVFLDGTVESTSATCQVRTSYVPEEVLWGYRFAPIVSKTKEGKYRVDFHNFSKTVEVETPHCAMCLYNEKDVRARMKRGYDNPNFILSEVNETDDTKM
bIAP inhibitor – bovine intestinal alkaline phosphatase inhibitors, primary screen, selectivity assay for TNAP inhibitor project, biochemical, bovine IAP, CDP-star luminescence | purified bovine IAP, 30 min | 190,000 tested, under 10 active | inhibition, % at 20 µM | alkaline phosphatase, intestinal [Bos taurus] | AID 1019, 2008;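 active = over 50% inhibition of intestinal alkaline phosphatase at 20 µM in the single-dose screen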
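System: purified bovine intestinal alkaline phosphatase (IAP) enzyme; Input: IAP diluted 1/65,000,000 in the well; Measured by: CDP-star luminescence signal; Compound dosing: 20 µM single dose; Incubation: 30 min reaction at room temperature.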
S1P3 antagonist – S1P3 receptor antagonists, primary screen, cell-based; Sphingosine 1-phosphate receptor 3 (Homo sapiens), Q99500; CHO S1P3 NFAT-BLA reporter, FRET fluorescence, antagonist mode; inhibition, % at 4.98 µM; 170,000 compounds, 0.27% hits; AID 485, 2006;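 active = inhibition above the plate cutoff, the mean inhibition of test wells on that plate plus 3 SD, cut at about 28% in these data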;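 note: cells challenged with S1P at its EC80 of 0.8 µM; blue over green emission ratio from cleaved BLA substrate after 4 h stimulation; 0% = S1P-stimulated wells and 100% = unstimulated DMSO-only wells; some compounds past the cut are filed as inactive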
Target sequence (Q99500 whole entry, looked up): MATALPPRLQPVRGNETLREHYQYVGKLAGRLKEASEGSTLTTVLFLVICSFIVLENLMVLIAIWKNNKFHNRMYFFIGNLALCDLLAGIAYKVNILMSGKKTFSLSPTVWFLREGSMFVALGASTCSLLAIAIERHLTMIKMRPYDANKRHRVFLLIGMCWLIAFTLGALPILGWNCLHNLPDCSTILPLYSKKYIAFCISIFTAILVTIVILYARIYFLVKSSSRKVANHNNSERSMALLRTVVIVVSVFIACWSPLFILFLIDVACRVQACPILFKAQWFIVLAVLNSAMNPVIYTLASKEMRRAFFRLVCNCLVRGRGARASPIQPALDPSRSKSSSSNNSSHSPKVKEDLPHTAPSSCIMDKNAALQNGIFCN
* marks the source's active call; other numbers are inactive results; · = not tested or not shown. The list is partial. The share of hits here may be higher or lower than overall.

SMILES	ROMK mod	bIAP inhibitor	S1P3 antagonist
CCCOc1ccc(/C(O)=C2\C(=O)C(=O)N(CCCN(C)C)C23C(=O)N(C)c2ccccc23)cc1 (configuration not stated)	·	-10.4	-8.9
CCOC(=O)c1c(C)[nH]c(C(=O)NCc2ccccc2OC)c1C	·	0.8	27.2
CSc1nnc2c3cc(F)ccc3n(Cc3ccccc3)c2n1	·	5.8	-4.3
CCCn1c(SCc2cc(=O)[nH]c3ccccc23)nc2c1c(=O)n(C)c(=O)n2C	·	9.3	-0.2
CCCc1nc(SCC(=O)N2CCc3ccccc32)c2c(=O)n(C)c(=O)n(C)c2n1	·	9.2	-3.1
CN1CCN(c2nc3c(c(=O)[nH]c(=O)n3C)n2CCSc2ncccn2)CC1	·	3.0	-50.7
CSc1nc(C)c2c(n1)OC(CN1C(=O)c3ccccc3C1=O)C2 (configuration not stated)	·	8.8	-3.4
Fc1ccccc1N1CCN(C2CCN(Cc3c[nH]c4ccccc34)CC2)CC1	·	4.0	25.8
O=S(=O)(Nc1ncnc2c1oc1ccccc12)c1ccc(Cl)s1	·	14.9	-26.7
Cc1cc(C)nc(N2CCN(c3ncnc4c3oc3ccccc34)CC2)n1	·	2.8	-7.0
Cn1c(=O)c2c(ncn2CC(=O)Nc2cc(Cl)c(Cl)cc2Cl)n(C)c1=O	·	-3.0	10.3
Cc1ccc(-n2c(C)c3c(C)nnc(C)c3c2C)cc1	·	-0.6	-24.1
C=CCn1c(=N)c(C(=O)OCC)cc2c(=O)n3cc(C)ccc3nc21	·	2.7	0.0
Cc1cc(C)c(S(=O)(=O)N2CCN(c3nc4c(c(=O)n(C)c(=O)n4C)n3C)CC2)c(C)c1	·	4.1	-60.8
C=CCOC(=O)C1=C(C)NC(C)=C(C(=O)OCC=C)C1c1ccc(O)cc1	·	-1.7	-9.1
CC1CCN(S(=O)(=O)c2ccc(S(=O)(=O)N3CCN4CCCC4C3)cc2)CC1 (configuration not stated)	·	2.4	-10.1
Cc1ccc2oc3c(c(=O)c2c1)C(c1cccc(Cl)c1)N(CCCN1CCOCC1)C3=O (configuration not stated)	·	-3.7	6.1
CCn1c(C)nc2cc(C(=O)n3cc(C(=O)c4cc(F)ccc4O)cn3)ccc21	·	-14.8	-1.5
COc1ccc(N2CCN(C(=O)CSc3ncnc4c3cnn4-c3ccc(OC)cc3)CC2)cc1	·	7.6	-36.7
O=C1CCCC2=C1C1(CCCC1)N=C(Nc1nc3ccccc3o1)N2	·	12.6	13.1

5 compounds out of the list, ordered by length of the SMILES, smallest number first:
SMILES	ROMK mod	bIAP inhibitor	S1P3 antagonist
C=CCn1c(=N)c(C(=O)OCC)cc2c(=O)n3cc(C)ccc3nc21	·	2.7	0.0
Fc1ccccc1N1CCN(C2CCN(Cc3c[nH]c4ccccc34)CC2)CC1	·	4.0	25.8
C=CCOC(=O)C1=C(C)NC(C)=C(C(=O)OCC=C)C1c1ccc(O)cc1	·	-1.7	-9.1
CCCc1nc(SCC(=O)N2CCc3ccccc32)c2c(=O)n(C)c(=O)n(C)c2n1	·	9.2	-3.1
Cc1cc(C)c(S(=O)(=O)N2CCN(c3nc4c(c(=O)n(C)c(=O)n4C)n3C)CC2)c(C)c1	·	4.1	-60.8

5 consecutive records already listed, for reference:
SMILES	ROMK mod	bIAP inhibitor	S1P3 antagonist
Cc1cc(C)c(S(=O)(=O)N2CCN(c3nc4c(c(=O)n(C)c(=O)n4C)n3C)CC2)c(C)c1	·	4.1	-60.8
C=CCOC(=O)C1=C(C)NC(C)=C(C(=O)OCC=C)C1c1ccc(O)cc1	·	-1.7	-9.1
CC1CCN(S(=O)(=O)c2ccc(S(=O)(=O)N3CCN4CCCC4C3)cc2)CC1 (configuration not stated)	·	2.4	-10.1
Cc1ccc2oc3c(c(=O)c2c1)C(c1cccc(Cl)c1)N(CCCN1CCOCC1)C3=O (configuration not stated)	·	-3.7	6.1
CCn1c(C)nc2cc(C(=O)n3cc(C(=O)c4cc(F)ccc4O)cn3)ccc21	·	-14.8	-1.5

(next part)
SMILES	ROMK mod	bIAP inhibitor	S1P3 antagonist
Cc1nc2ccccc2c(=O)n1NC(=O)c1c(O)c2ccccc2n(C)c1=O	·	8.4	73.2*
CCn1c(SCC(=O)c2c(N)n(C)c(=O)n(C)c2=O)nc2sc(C)c(C)c2c1=O	·	2.9	-51.6
CC1CN(S(=O)(=O)c2cccc(-c3cn4cccnc4n3)c2)CC(C)O1 (configuration not stated)	·	-1.5	-0.9
COCCNC(=O)c1cc2c(=O)n3cccc(C)c3nc2n1C	·	-5.2	4.1
N#C/C(C(=O)N1CCOCC1)=c1\s/c(=C/c2ccncc2)c(=O)n1-c1ccccc1	·	-5.6	5.2
CCN1CCN(C2CCN(C(C)=O)CC2)CC1	·	14.1	-5.5
O=C1c2oc3ccc(F)cc3c(=O)c2C(c2ccncc2)N1CCN1CCOCC1 (configuration not stated)	·	0.7	-28.1
CCN(CC)c1ccc2cc(C(=O)Nc3ccc(-n4cnnn4)c(OC)c3)c(=O)oc2c1	·	-31.0	-23.6
O=c1c2c3nc4ccccc4nc3n(/N=C/c3cccs3)c2ncn1-c1ccccc1	·	6.0	2.0
O=C1c2ccccc2C(=O)N1Cc1nn2c(-c3ccc(Cl)cc3)nnc2s1	·	1.1	-1.5
Cc1nnc2n(Cc3ccccc3)c(=O)c3c4c(sc3n12)CCCC4	·	16.9	-13.2
O=C(NCc1ccc(F)cc1)c1cnc2sccn2c1=O	·	17.7	13.3
COc1ccc(C2CC(=O)C(C=NCCN3CCN(C(C)=O)CC3)=C(O)C2)cc1OC (configuration not stated)	·	5.5	13.4
CCOC(=O)c1ccccc1NC(=O)CC1Nc2ccccc2NC1=O (configuration not stated)	·	1.2	-38.8
Cn1c(=O)c2c(nc(CN3CCN(c4ccccc4)CC3)n2Cc2ccccc2F)n(C)c1=O	·	12.7	-0.4
CCCCOc1ccccc1NC(=O)CC1Nc2ccccc2NC1=O (configuration not stated)	·	-18.0	-14.3
COC(=O)c1ccc(S(=O)(=O)N(Cc2cc3cc4c(cc3[nH]c2=O)OCO4)C2CCCCC2)cc1	·	6.6	4.7
C=CCn1cnc2c(c1=O)c1nc3ccccc3nc1n2/N=C/c1ccccn1	·	0.2	-36.5
CCCCSc1nc2c(c(=O)[nH]c(=O)n2C)n1CCc1ccccc1	·	13.5	-29.2
O=C1N=C(N2CCOCC2)S/C1=C1\C(=O)N(Cc2ccccc2)c2ccc(Br)cc21	·	22.4	2.3

With a hit mark in S1P3 antagonist, among the entries above:
SMILES	ROMK mod	bIAP inhibitor	S1P3 antagonist
Cc1nc2ccccc2c(=O)n1NC(=O)c1c(O)c2ccccc2n(C)c1=O	·	8.4	73.2*

(further entries)
SMILES	ROMK mod	bIAP inhibitor	S1P3 antagonist
Cc1cc(C)c2[nH]c(=O)c(C(c3nnnn3Cc3ccc4c(c3)OCO4)N3CCCCC3)cc2c1 (configuration not stated)	·	3.4	19.6
O=C1c2ccccc2C(=O)N1Cc1nc2ccccc2c(=O)n1Cc1ccco1	·	14.1	17.9
COC(=O)C1=C(N)Oc2cc(C)n(CCCn3ccnc3)c(=O)c2C1c1cccc(Cl)c1 (configuration not stated)	·	0.3	-28.6
COCCn1c(-c2cc(OC)c(OC)c(OC)c2)nc2oc3ccccc3c(=O)c2c1=O	·	-2.4	4.8
Clc1ccc(N2CCN(c3ncnc4c3oc3ccccc34)CC2)cc1	·	-3.2	14.2
O=c1oc2c(CN3CCCCC3)c(O)ccc2cc1-c1nc2ccccc2[nH]1	·	-40.8	42.6
COc1cc2ccccc2cc1C(=O)Nc1ccc(N2CCN(C)CC2)cc1	·	1.2	-29.1
C=C(C)Cn1c(C2CC(=O)N(Cc3ccccc3)C2)nc2ccccc21 (configuration not stated)	·	2.2	-29.3
CC(=O)N(Cc1cc2ccc(C)c(C)c2n2nnnc12)C1CCCC1	·	2.4	2.5
Cn1c(SCC(=O)Nc2cc(=O)n(C)c(=O)n2C)nnc1C12CC3CC(CC(C3)C1)C2	·	6.1	-48.9
Cn1c2ccccc2c2nnc(SCN3C(=O)c4ccccc4C3=O)nc21	·	11.3	16.3
CCOc1cc(N2CCOCC2)c(OCC)cc1NC(=O)c1nc2nccc(C)n2n1	·	2.1	-6.6
COc1cccc(-n2nnc3c(=O)n(Cc4cccc(C)c4)cnc32)c1	·	20.5	21.1
Cc1ccc(C(c2nnnn2C(C)(C)C)N2CCc3ccccc3C2)cc1 (configuration not stated)	·	4.1	11.7
Cc1ccc(-c2nnc(CSc3nnc4c5c(C)c(C)sc5nc(C(C)C)n34)o2)cc1	·	-6.1	-17.6
C=CCn1cnc2c(c1=O)c1nc3ccccc3nc1n2/N=C/c1cccc(OC)c1OC	·	-2.6	-9.8
C=C(C)Cn1c(=O)c2c(nc3n2CCN3c2cccc(Cl)c2C)n(C)c1=O	·	2.4	-14.4
Cc1ccc2nc3c(cc(C#N)c(=N)n3CC3CCCO3)c(=O)n2c1 (configuration not stated)	·	0.1	-13.6
CC1CCN(c2nc3c(c(=O)n(C)c(=O)n3C)n2CCSc2ncccn2)CC1	·	-1.1	3.8
Cc1c(/C(O)=C2\C(=O)C(=O)N(CCCN(C)C)C2c2ccncc2)cnn1-c1ccccc1 (configuration not stated)	·	3.0	-15.2
CCCN1CCC(N2CCN(c3ccccc3OC)CC2)CC1	·	-0.2	15.4
CC1=C(C)SC(=C(C#N)c2nnc(N3CCOCC3)n2-c2ccccc2)S1	·	1.1	10.4
Cc1cccn2c(=O)c3cc(C#N)c(=O)n(Cc4cccnc4)c3nc12	·	-9.6	-25.6
CCOC(=O)c1sc2nc(-c3ccco3)c3c(c2c1N)CC(C)(C)OC3	·	-5.5	-17.7
CSC1=Nc2sc3c(c2C2=NCCN12)CC(C)(C)OC3	-0.73	·	·
CCCCNC(=O)c1c(N)n(/N=C/c2cccnc2)c2nc3ccccc3nc12	0.907	·	·
Cc1cc(N2C(=O)C(=O)/C(=C(/O)c3ccccc3)C2c2cccc(Br)c2)no1 (configuration not stated)	-1.21	·	·
C=CCc1c(C)c(C#N)c2nc3ccccc3n2c1N1CCN(C)CC1	0.594	·	·
Cn1c(=O)c2c(nc(N3CCC(C(N)=O)CC3)n2CCSc2nc3ccccc3s2)n(C)c1=O	0.334	·	·
Nc1c(C(=O)NCC2CCCO2)c2nc3ccccc3nc2n1/N=C/c1ccncc1 (configuration not stated)	0.631	·	·
Cc1ccc(C(C)C)c(OCCNc2nc3c(c(=O)n(C)c(=O)n3C)n2C)c1	-0.382	·	·
COc1ccc(C(=O)Cn2c(N3CCCCC3)nc3c2c(=O)n(C)c(=O)n3C)cc1OC	0.0148	·	·
Cc1ccc(C2C(C(=O)c3cc4ccccc4o3)=C(O)C(=O)N2CCCN(C)C)cc1 (configuration not stated)	0.818	·	·
COc1ccc(-c2nnc3sc(-c4c(OC)cccc4OC)nn23)cc1	1.29	·	·
COc1ccc(CCn2c(=N)c(C(=O)NCc3ccco3)cc3c(=O)n4ccccc4nc32)cc1OC	0.137	·	·
Cc1nc2c(c(=O)n1CC1CCCO1)c1nc3ccccc3nc1n2CCC(C)C (configuration not stated)	0.241	·	·
CCCc1cc(NCCN2CCOCC2)n2c(nc3ccccc32)c1C#N	-0.00903	·	·
COc1ccc(N2C(=O)CC(c3ccccc3)C2=O)cc1 (configuration not stated)	-0.144	·	13.3
O=C(NC(=O)c1ccc(F)cc1F)Nc1ccc(Cl)cc1	0.0593	·	6.9
Cc1csc2c(N3CCC(C(=O)O)CC3)ncnc12	-0.588	·	1.0

Look-ups from the results shown:
Cc1cc(N2C(=O)C(=O)/C(=C(/O)c3ccccc3)C2c2cccc(Br)c2)no1 (configuration not stated) @ ROMK mod: -1.21
CCCc1cc(NCCN2CCOCC2)n2c(nc3ccccc32)c1C#N @ ROMK mod: -0.00903
CCOC(=O)c1sc2nc(-c3ccco3)c3c(c2c1N)CC(C)(C)OC3 @ bIAP inhibitor: -5.5
Cc1csc2c(N3CCC(C(=O)O)CC3)ncnc12 @ S1P3 antagonist: 1.0

Following part
SMILES	ROMK mod	bIAP inhibitor	S1P3 antagonist
Brc1cc(Br)cc(CN2CCSCC2)c1	0.787	·	-12.9
CCOC(=O)c1c(N)c2cc([N+](=O)[O-])cnc2n1C	-0.939	·	-7.5
Cc1nn(C(C)(C)C)c(NC(=O)c2ccc(Cl)cc2Cl)c1Br	-0.713	·	10.8
O=C(c1ccc2c(=O)n3c(nc2c1)CCCCC3)N1CCc2ccccc21	0.0188	·	7.7
CCCC[N+](CC#CCO)(CC#Cc1ccccc1)CCCC	-0.459	·	-2.1
CC(C)(C)c1ccc(C(=O)NNC(=O)c2cccc(-n3cnnn3)c2)cc1	1.35	·	-13.4
O=C(NN1C(=O)C2C3C=CC([C@@H]2C1=O)C31CC1)c1ccccc1 (some centres not stated)	-0.72	·	-1.5
CCc1ccc(S(=O)(=O)Nc2ccc(C)c(NS(C)(=O)=O)c2)cc1	-0.0413	·	2.3
COc1ccc(CN2CCOCCOCCOCC2)cc1	-0.476	·	6.8
Cn1c(=O)c2c(nc(N3CCOCC3)n2C/C=C/c2ccccc2)n(C)c1=O	-0.971	·	-2.0
